From PubChem BioAssay
ERa coact pot – enhances coactivator binding to human estrogen receptor alpha. TR-FRET ERalpha-LBD/SRC-Cy5 coactivator binding, 2 h; 100 = basal binding, no effect. coactivator binding (% of control), % at 25.6 µM. 86,000 tested, 1.3% active. AID 639; in the data active = activity above about 200%;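 note: binding measured in presence of low estradiol as agonist stimulus; 0% = peptide alone without receptor and 100% = receptor with peptide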
CD11b adhes inh – blocks human CD11b/CD18 adhesion to fibrinogen. P05107+P11215. K562 CD11b/CD18 adhesion to fibrinogen, ATPlite luminescence; Mn2+ added to activate the integrin. inhibition, % at 10 µM. 93,000 tested, 0.54% active. AID 1497;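 active = primary inhibition of 50% or more at 10 µM, then 40% or more on retest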; note: some results filed as inactive read as strong as hits
Target sequence (P05107 whole entry, looked up, other chains not shown): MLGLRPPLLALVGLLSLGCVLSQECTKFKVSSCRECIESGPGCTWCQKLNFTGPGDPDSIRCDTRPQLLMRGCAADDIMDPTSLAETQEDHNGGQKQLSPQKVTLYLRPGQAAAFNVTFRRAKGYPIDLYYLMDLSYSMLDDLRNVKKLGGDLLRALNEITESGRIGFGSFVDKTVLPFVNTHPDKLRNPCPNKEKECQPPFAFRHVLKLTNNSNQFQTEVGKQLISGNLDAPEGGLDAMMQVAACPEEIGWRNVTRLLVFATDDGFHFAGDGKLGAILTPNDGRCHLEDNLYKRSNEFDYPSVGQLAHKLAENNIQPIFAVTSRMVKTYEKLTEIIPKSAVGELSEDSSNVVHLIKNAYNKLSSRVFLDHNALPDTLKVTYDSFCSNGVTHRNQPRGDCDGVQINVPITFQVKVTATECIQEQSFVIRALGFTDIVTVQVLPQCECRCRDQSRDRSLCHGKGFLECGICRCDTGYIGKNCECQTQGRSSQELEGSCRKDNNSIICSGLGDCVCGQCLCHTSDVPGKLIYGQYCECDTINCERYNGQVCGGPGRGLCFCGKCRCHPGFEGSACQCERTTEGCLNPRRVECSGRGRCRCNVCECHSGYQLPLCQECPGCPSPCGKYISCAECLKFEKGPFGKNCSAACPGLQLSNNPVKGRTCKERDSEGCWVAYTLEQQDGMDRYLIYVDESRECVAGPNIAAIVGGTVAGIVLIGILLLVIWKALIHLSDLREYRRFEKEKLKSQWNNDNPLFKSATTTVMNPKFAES
ERb coact inh – blocks coactivator binding to human estrogen receptor beta | Q92731 | TR-FRET ER-beta LBD / SRC1-Cy5 peptide binding; receptor agonist-loaded with 1 µM estradiol | inhibition, % at 25.6 µM | 86,000 tested, 1.3% active | AID 633;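 active = compounds whose percent inhibition of the receptor-coactivator binding signal exceeds about 50% in the single-dose screen, limit read from the data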;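 note: 0% = receptor plus peptide wells without compound and 100% = peptide-only wells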
PLK1 kinase inh – blocks human PLK1 kinase activity; P53350; AID 619; 97,000 tested, 0.53% active; inhibition, % at 10 µM; recombinant PLK1 kinase, TR-FRET peptide phosphorylation;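 active = inhibition of 50% or more in the single-concentration screen; inactive = inhibition below 50%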;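 note: 0% = DMSO max control and 100% = H-89 dihydrochloride min control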
PLK1 PBD inh – Plk1 (human) PBD binding inhibition. P53350. Plk1 PBD phosphopeptide binding, fluorescence polarization. inhibition, %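 (tested at about 20 µM)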. 97,000 tested, 0.13% active; in the data active = inhibition above about 34%, passing the limit was not always enough
FAK blocker – inhibitors of human focal adhesion kinase | 97,000 tested, 0.84% active | biochemical FAK kinase activity assay | Q05397 | inhibition, %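 (tested at 7 µM)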 | AID 727; in the data active = inhibition above about 19%;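 note: 0% = DMSO and 100% = reference compound high control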
CD11b adhes enh – increases human CD11b/CD18 adhesion to fibrinogen | 93,000 tested, 0.07% active | activation, % at 10 µM | K562 CD11b/CD18 adhesion to fibrinogen, ATPlite luminescence;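 active = 10 µM primary screen giving 50% or more activity, confirmed by 40% or more on retest at that dose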; note: strong numbers were not always called active
HIV Rev-RRE inh – inhibitors of HIV-1 Rev-RRE RNA interaction | P05866 | inhibition, % at 8 µM | AID 704 | Rev peptide-RRE RNA binding, FRET | 97,000 tested, 0.79% active;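 active = inhibition above the screen-wide mean plus 3 SD, cut at about 35% in these data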;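 note: 0% = median DMSO wells and 100% = median Neomycin B control wells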
Target sequence (P05866 whole entry, looked up): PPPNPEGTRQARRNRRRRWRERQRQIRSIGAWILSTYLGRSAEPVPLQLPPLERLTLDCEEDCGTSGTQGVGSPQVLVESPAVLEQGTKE
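Material: labelled RRE RNA duplex and labelled Rev peptide / Buffer or medium: HEPES pH 7.5 salt buffer with EDTA / Compound dosing: single point, 8 µM final nominal compound concentration / Benchmarks: DMSO low control, neomycin B high control / Timing: 5 min preincubation and 15 min binding, 25 °C / Technique: FRET fluorescence readout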
ERa SRC1 inh – blocks coactivator binding to human estrogen receptor alpha. P03372. TR-FRET ER-alpha LBD / SRC-1 peptide, estradiol-bound. inhibition, % at 25.6 µM. 86,000 tested, 1.7% active; in the data active = inhibition above about 50%;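 note: 0% = receptor plus peptide control and 100% = peptide only without receptor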
* hit, by the source's call; / = no result given; [ ] = another dose, or the depositor's remark.

(1) CC1CCN(c2[nH]c(=S)c(C#N)c3c2CCCC3)CC1
(2) Cc1cc(NC(=O)Nc2cccc3ccccc23)no1
(3) Cc1ccccc1CN1CCCNC1=O
(4) CCOC(=O)c1nnc(-c2ccccc2)o1
(5) O=C(N/N=C/C=C/c1ccco1)C(O)c1ccccc1 (stereo not drawn)
(6) O=C(CSc1nc2[nH]ncc2c(=O)n1-c1ccccc1Br)NCc1ccco1
(7) Cc1ccc(NC(=O)NNC(=O)Cn2nc(-c3ccccc3)c(-c3ccccc3)c(C#N)c2=O)cc1
(8) COc1cc(SC)ccc1C(=O)NCCOc1ccccc1Cl
Assay by compound,1,2,3,4,5,6,7,8
ERa coact pot,104,118[fluorescence artefact?],97,103,/,/,/,/
CD11b adhes inh,-3,-21,/,-13,/,-36,/,6
ERb coact inh,-6[fluorescence artefact?],-3[fluorescence artefact?],3,5,/,/,/,/
PLK1 kinase inh,-10,-8,-4,-6,-1,22,-9,-5
PLK1 PBD inh,3,-11,-22,-16,-20,-23,24,3
FAK blocker,-2,2,2,-2,7,-1,4,1
CD11b adhes enh,-4,3,/,-1,/,11,/,-4
HIV Rev-RRE inh,8,6,6,8,1,6,7,15
ERa SRC1 inh,-14,3,1,-5,/,/,/,/

(9) CCC1(CC)Cc2ccccc2C(N)=C1C#N
(10) COc1cc(C2/C(=C(\O)c3ccc4c(c3)CC(C)O4)C(=O)C(=O)N2CCCn2ccnc2)ccc1O (stereo not drawn)
(11) Cn1nc(CC(=O)NCCN2C(=O)CSC2=O)c2ccccc2c1=O
(12) Cn1cc(Cl)c(C(=O)N/N=C/c2ccc(OS(=O)(=O)c3ccccc3)cc2)n1
(13) COc1cc2c(cc1OC)CN(S(=O)(=O)c1ccc3c(c1)OCCO3)CC2
(14) COc1ccc(/C=C2\N=C(SC)N(C)C2=O)cc1
(15) COC(=O)c1sccc1NC(=O)Nc1cccc(Cl)c1Cl
(16) COC(=O)c1ccccc1NC(=O)CN(c1cc(OC)ccc1OC)S(C)(=O)=O
Assay by compound,9,10,11,12,13,14,15,16
ERa coact pot,80,97,/,114[fluorescence artefact?],104,/,/,109[fluorescence artefact?]
CD11b adhes inh,/,-13,1,/,-7,/,1,2
ERb coact inh,-12[fluorescence artefact?],1,/,-8,-2,/,/,-22
PLK1 kinase inh,-25,1,-4,17,-5,-12,-9,-33
PLK1 PBD inh,-1,-12,-20,8,7,26,26,26
FAK blocker,1,-1,1,1,-3,4,6,1
CD11b adhes enh,/,1,-1,/,-4,/,-3,-4
HIV Rev-RRE inh,17,4,8,8,12,0,4,4
ERa SRC1 inh,-3[fluorescence artefact?],0,/,1,-4,/,/,5

Some of the entries so far, with values under each structure.
Fields – ERa coact pot | CD11b adhes inh | ERb coact inh | PLK1 kinase inh | PLK1 PBD inh | FAK blocker | CD11b adhes enh | HIV Rev-RRE inh | ERa SRC1 inh
12. Cn1cc(Cl)c(C(=O)N/N=C/c2ccc(OS(=O)(=O)c3ccccc3)cc2)n1
  114[fluorescence artefact?] | / | -8 | 17 | 8 | 1 | / | 8 | 1
13. COc1cc2c(cc1OC)CN(S(=O)(=O)c1ccc3c(c1)OCCO3)CC2
  104 | -7 | -2 | -5 | 7 | -3 | -4 | 12 | -4
14. COc1ccc(/C=C2\N=C(SC)N(C)C2=O)cc1
  / | / | / | -12 | 26 | 4 | / | 0 | /

Next records
(17) CC(C)c1ccccc1OCC(=O)NCC(c1cccs1)N1CCOCC1 (stereo not drawn)
(18) O=C(CSc1ccc2nnc(-c3cccnc3)n2n1)NCc1ccc2c(c1)OCO2
(19) CCC(C)(C(=O)NC1CCCCC1)N(CC1CCCO1)C(=O)c1ccccn1 (stereo not drawn)
(20) CC(C)(C)N1CC2(c3ccccc3)CN(C(C)(C)C)CC(c3ccccc3)(C1)C2=O
(21) CN(CCCNC(=O)c1cccn2c(=O)c3ccccc3nc12)Cc1ccccc1
(22) COc1ccccc1N1CCN(C2=CC(=O)CCC2)CC1
(23) COc1ccc(C)cc1NC(=O)CSc1nnnn1Cc1ccccc1
(24) O=C(Nc1ccc(F)cc1)C1CCCN(S(=O)(=O)c2cccc3cccnc23)C1 (stereo not drawn)
Assay by compound,17,18,19,20,21,22,23,24
ERa coact pot,95,/,116,95,/,96,108,96
CD11b adhes inh,7,-6,-20,-4,-4,-7,-2,2
ERb coact inh,-11,/,4,2,/,1,-14,2
PLK1 kinase inh,-23,8,12,-1,-9,/,-16,-3
PLK1 PBD inh,-24,-2,-10,-21,-5,/,-11,3
FAK blocker,4,-8,-2,-4,8,/,0,1
CD11b adhes enh,1,-2,4,-1,0,4,0,-1
HIV Rev-RRE inh,-1,3,-1,9,2,/,12,7
ERa SRC1 inh,-3,/,6,5[fluorescence artefact?],/,1,-12,-5

(25) Cc1cc(C)c2c(=O)[nH]c(=O)n(Cc3ccccc3)c2n1
(26) CCn1ncc(/C=N/NC(=O)c2ccc3c(c2)OCO3)c1C
(27) CS(=O)(=O)c1nncn1-c1ccccc1
(28) C=CCn1c(/N=C/c2ccc3c(c2)OCO3)nc2ccccc21
(29) CCN(CC)C(=O)C1CCCN(Cc2ccc(OC)c(C)c2C)C1 (stereo not drawn)
(30) CCOC(=O)CSc1ncnc2c1cnn2-c1ccccc1
(31) Cc1nn(-c2ccccc2C(=O)O)c(=O)c2ccccc12
(32) Cc1cccnc1NC(=O)C1CCN(S(=O)(=O)c2cccs2)CC1
Assay by compound,25,26,27,28,29,30,31,32
ERa coact pot,184,/,/,116,108,105,112[fluorescence artefact?],103
CD11b adhes inh,0,16,/,/,-20,-4,5,-52
ERb coact inh,7[fluorescence artefact?],/,/,-3,-18,3,2,-2
PLK1 kinase inh,-213,-7,-7,-2,/,-18,0,-8
PLK1 PBD inh,-9,-18,-16,-9,/,-10,-1,-9
FAK blocker,1,-4,-5,1,/,4,5,-1
CD11b adhes enh,-3,4,/,/,2,-3,-5,-3
HIV Rev-RRE inh,9,7,2,1,/,8,6,9
ERa SRC1 inh,9,/,/,-8,-17,-11,-2,1

(33) O=C(OCc1ccc(C(=O)c2ccccc2)cc1)c1cccc(-c2nnc(-c3ccccc3)o2)c1
(34) COc1ccc(N2CCN(C(=O)CN(Cc3ccccc3)S(C)(=O)=O)CC2)cc1
(35) COc1cc(NC(=O)c2ccco2)c(C(=O)OCC(=O)Nc2ncc(Cl)cc2Cl)cc1OC
(36) O=C(CSc1ncnc2c1oc1ccccc12)N1CCN(c2ccccc2)CC1
(37) CCCc1cc(-c2n[nH]c(C(=O)OCC)c2-c2cscn2)c(O)cc1O
(38) Cc1cccc2cc(COC(=O)C3CCCO3)c(=O)[nH]c12 (stereo not drawn)
(39) c1ccc2[nH]c(CN3CCOCC3)nc2c1
(40) O=C(NCc1ccc2c(c1)OCO2)C(c1ccco1)N(C(=O)c1csnn1)c1ccccc1 (stereo not drawn)
Assay by compound,33,34,35,36,37,38,39,40
ERa coact pot,/,115,/,136[fluorescence artefact?],91,106,104,98
CD11b adhes inh,-5,-43,11,/,7,-6,6,-21
ERb coact inh,/,3[fluorescence artefact?],/,11,-7,-12,1[fluorescence artefact?],-3
PLK1 kinase inh,-10,-12,3,-5,-11,-3,-14,-13
PLK1 PBD inh,-20,16,18,-18,-13,33,8,-12
FAK blocker,10,1,2,-8,-3,-1,1,1
CD11b adhes enh,2,-1,8,/,3,-4,-4,1
HIV Rev-RRE inh,12,4,3,9,3,3,7,0
ERa SRC1 inh,/,2[fluorescence artefact?],/,22[fluorescence artefact?],6,9,-5,3

(41) CC(=O)NNc1ccc(C(F)(F)F)cc1[N+](=O)[O-]
(42) Cc1ccc(C(=O)n2nc(-c3ccco3)nc2N)cc1
(43) Cc1cc(NC(=O)CCCC(=O)N(c2ccccc2)C(C(=O)NC2CCCCC2)c2cccs2)no1 (stereo not drawn)
(44) O=C1CC(N2CCC(c3nc4ccccc4s3)CC2)C(=O)N1Cc1ccccc1 (stereo not drawn)
(45) CCNC(=O)c1c(N)sc2c1CCCCC2
(46) CN(CC(=O)Nc1ccc2c(c1)OCCO2)S(=O)(=O)c1ccc(Br)s1
(47) O=C(NCCc1ccccc1)c1cnc2ccccn2c1=O
(48) COC(=O)c1ccc(NC(=O)CSc2nnc(C)n2-c2ccccc2)cc1
Assay by compound,41,42,43,44,45,46,47,48
ERa coact pot,96,91,100,115,82[fluorescence artefact?],106,/,171
CD11b adhes inh,/,-1,/,-22,17,-8,/,12
ERb coact inh,8,7[fluorescence artefact?],-10[fluorescence artefact?],-2[fluorescence artefact?],3,2,/,-24[fluorescence artefact?]
PLK1 kinase inh,-9,-11,-11,-2,-7,40,-8,-10
PLK1 PBD inh,18,-10,-29,-4,-4,14,-17,-5
FAK blocker,-1,-4,0,0,0,-2,4,-2
CD11b adhes enh,/,-5,/,-4,0,-1,/,0
HIV Rev-RRE inh,1,4,-3,6,14,4,-6,14
ERa SRC1 inh,-4,1[fluorescence artefact?],-11,3[fluorescence artefact?],-2,-8,/,-23

(49) CC(=O)c1cccc(NC(=O)Nc2cccnc2)c1
(50) Cc1nc(SCC(=O)N2CCc3ccccc32)n[nH]1
(51) O=C(CN1CCCCC1)Nc1ccc(F)c(Cl)c1
(52) CCc1cccc(CC)c1NC(=O)C1SC(=Nc2ccccc2C)C(c2nc3ccccc3s2)=C1N (stereo not drawn)
(53) CCN(CC)S(=O)(=O)c1cccc(-c2nnc(C(=O)c3ccc(C(F)(F)F)cc3)o2)c1
(54) CCn1cc(C(=O)N/N=C(/C)c2ccc(F)cc2)c(=O)c2cc(F)c(N3CCCC3)cc21
(55) O=C(O)CCn1cnc2ccccc2c1=O
(56) CCOC(=O)C(NC(=O)CC)(N1CCc2ccccc2C1)C(F)(F)F (stereo not drawn)
Assay by compound,49,50,51,52,53,54,55,56
ERa coact pot,101,94,96,/,119,/,92,94
CD11b adhes inh,/,-18,-3,3,5,/,-19,/
ERb coact inh,-8,-7,2,/,7[fluorescence artefact?],/,5[fluorescence artefact?],-2
PLK1 kinase inh,-8,1,/,-14,-8,-14,-12,-8
PLK1 PBD inh,18,1,/,-17,7,-28,-2,2
FAK blocker,-1,1,/,0,0,3,5,0
CD11b adhes enh,/,-2,0,15,-4,/,-4,/
HIV Rev-RRE inh,5,3,/,8,11,9,7,-2
ERa SRC1 inh,3,7[fluorescence artefact?],-2,/,6[fluorescence artefact?],/,8[fluorescence artefact?],-12

Next part, starting with the last 3 of the part before.
(54) CCn1cc(C(=O)N/N=C(/C)c2ccc(F)cc2)c(=O)c2cc(F)c(N3CCCC3)cc21
(55) O=C(O)CCn1cnc2ccccc2c1=O
(56) CCOC(=O)C(NC(=O)CC)(N1CCc2ccccc2C1)C(F)(F)F (stereo not drawn)
(57) Cc1cc(C(=O)O)c(CSc2ncn[nH]2)o1
(58) Cc1occc1-c1nnc(SCC(=O)N2CCc3ccccc32)o1
(59) C/C(=N\OC(=O)c1ccc(F)cc1)c1sc(-c2ccccc2)nc1C
(60) Cc1[nH]nc(-c2ccc(O)cc2O)c1Oc1ccccc1
(61) COc1ccc(CN(Cc2cc3cc4c(cc3[nH]c2=O)OCO4)C(=O)NC2CCCCC2)cc1
(62) COc1ccc(-n2c(Cc3cccn3C)nnc2SCC(=O)NC2CCCCC2)cc1
Assay by compound,54,55,56,57,58,59,60,61,62
ERa coact pot,/,92,94,122,172[fluorescence artefact?],/,130,/,114[fluorescence artefact?]
CD11b adhes inh,/,-19,/,-2,-13,15,49,-10,-4
ERb coact inh,/,5[fluorescence artefact?],-2,-5,-2[fluorescence artefact?],/,-4,/,-5
PLK1 kinase inh,-14,-12,-8,/,-8,-6,/,-1,/
PLK1 PBD inh,-28,-2,2,/,-14,-16,/,12,/
FAK blocker,3,5,0,/,-1,0,/,-1,/
CD11b adhes enh,/,-4,/,-3,7,-1,-3,0,2
HIV Rev-RRE inh,9,7,-2,/,2,10,/,9,/
ERa SRC1 inh,/,8[fluorescence artefact?],-12,-8,20,/,0,/,8
